# POLI inh: DNA polymerase iota (human) inhibition. Q9UNA4. Pol iota fluorescent replication assay, 10 min. Potency, µM (top dose mostly 115 µM), for the others: top-dose activity, negative = inhibition, actives largely listed as inhibitors. 390,000 tested, 1% active. AID 588590; further: potency means the concentration at half of the fitted maximal effect
#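 Pol iota at 10 nM preincubated 15 min with compounds at room temperature; reaction started with fluorescent substrate, 50 nM final. Fluorescence read kinetically at 0 and 10 min; buffer-only wells as negative control.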
# Pol beta inh: DNA polymerase beta (human) inhibition | Pol beta primer extension/strand displacement, fluorescence kinetic | AID 485314 | 340,000 tested, 1.3% active | Potency, µM (titrated, usually from 114 µM), without a hit: at the top dose activity change, negative = inhibition, usual class: inhibitors; further: potency means the concentration at half of the fitted maximal effect; on the % scale 0 is the no-effect control and ±100 the full control effect
#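 Preincubation: enzyme (10 nM) with compound, 15 min, RT. Reaction: substrate added to 50 nM final. Reads: 0 and 10 min. Analysis: normalized, Hill fit.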
# LDHA block: blocks human lactate dehydrogenase A; AID 1347041; 480,000 tested, 0.15% active; P00338; purified LDHA, NADH/diaphorase-resazurin fluorescence; hits give low values; activity change, % (values are at about 110 or 230 µM); in the data active means activity change below about -30%; inconclusive means mostly about -25% to -30%;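 further: plate controls were DMSO wells for no effect and wells without enzyme for full effect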
#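 LDH5 2 nM; NADH 0.06 mM, pyruvate 0.2 mM; 200 mM Tris pH 7.4, EDTA, Tween-20; 5 min RT. Detection: diaphorase 0.133 mg/mL + resazurin 37 µM, fluorescence ex540/em590 at 0 and 20 min; normalized to enzyme-free and DMSO wells.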
# Pol kappa inh: blocks human DNA polymerase kappa activity | Q9UBT6 | purified Pol kappa, fluorescent DNA synthesis assay, 10 min | Potency, µM (doses to about 107 µM), without a hit: at the highest dose activity, negative = inhibition, hits mostly inhibitors | 400,000 tested, 0.53% active; further: potency means the concentration at half of the fitted maximal effect; on the % scale 0 is the no-effect control and ±100 the full control effect
#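 10 nM Pol kappa was preincubated with compounds for 15 min at room temperature. Reaction started with 50 nM (final) substrate. Fluorescence read kinetically at 0 and 10 min.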
# Pol eta inh: blocks human DNA polymerase eta activity. recombinant Pol eta, fluorescent DNA replication assay. Potency, µM (titrated, usually from 114 µM), for inactives: top-dose activity change, negative = inhibition, usual class: inhibitors. 390,000 tested, 1.2% active. Q9Y253. AID 588591; further: potency means the concentration at half of the fitted maximal effect; on the % scale 0 is the no-effect control and ±100 the full control effect
#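 Fluorescent replication assay: 50 nM final substrate added after a 15 min room-temperature compound preincubation with 10 nM enzyme. Signal taken at 0 min and again at 10 min.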
# BLM inh: Bloom syndrome helicase (human) inhibition. recombinant BLM DNA unwinding, fluorescence dequenching. Potency, µM (top dose mostly 56.1 µM), for the others: at the top dose activity change, negative = inhibition, most hits filed as inhibitors. 350,000 tested, 0.2% active;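 further: potency means the concentration at half of the fitted maximal effect; plate controls were vehicle for no effect and no enzyme for full effect; nearly all actives have a fitted effect of over 35% in size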
# APE1 inh: inhibitors of human APE1 endonuclease; 350,000 tested, 0.35% active; recombinant APE1, TAMRA/BHQ-2 abasic DNA cleavage fluorescence; Potency, µM (top dose mostly 65.8 µM), for inactives: at the top dose activity change, negative = inhibition, actives largely listed as inhibitors;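 further: potency means the concentration at half of the fitted maximal effect; plate controls were vehicle for no effect and reference inhibitor for full effect; nearly all actives have a fitted effect of over 55% in size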
# Target sequence (P27695 whole entry, looked up): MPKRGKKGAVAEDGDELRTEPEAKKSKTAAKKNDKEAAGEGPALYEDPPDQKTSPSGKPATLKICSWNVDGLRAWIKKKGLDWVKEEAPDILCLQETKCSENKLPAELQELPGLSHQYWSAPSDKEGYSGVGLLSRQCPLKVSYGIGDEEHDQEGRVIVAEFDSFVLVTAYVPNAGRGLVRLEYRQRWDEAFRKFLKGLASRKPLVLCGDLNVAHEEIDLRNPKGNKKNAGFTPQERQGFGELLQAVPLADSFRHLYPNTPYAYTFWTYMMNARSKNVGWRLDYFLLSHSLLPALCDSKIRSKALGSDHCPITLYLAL
#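 APE1 at 0.75 nM preincubated 15 min at room temperature with compound. Reaction then started with 50 nM double-stranded THF-abasic substrate labelled with TAMRA/BHQ-2, and 525/598 nm fluorescence read kinetically. Activity taken as third-minus-first read difference, normalized to DMSO and NSC13755 controls.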
# Apoferritin bind: candidate novel general anesthetic via apoferritin binding | apoferritin/1-aminoanthracene competitive binding, fluorescence | Potency, µM (titrated, usually from 77.5 µM), for inactives: at the highest dose activity change, negative = displacement, most hits filed as inhibitors | 350,000 tested, 0.074% active; further: potency means the concentration at half of the fitted maximal effect; on the % scale 0 is the no-effect control and ±100 the full control effect; nearly all actives have a fitted effect of over 20% in size
# Target sequence (P02791 2-175 limits assumed): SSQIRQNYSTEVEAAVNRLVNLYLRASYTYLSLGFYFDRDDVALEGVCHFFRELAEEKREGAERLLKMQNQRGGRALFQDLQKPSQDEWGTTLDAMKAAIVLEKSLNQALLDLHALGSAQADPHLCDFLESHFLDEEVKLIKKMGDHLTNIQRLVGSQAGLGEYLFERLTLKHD
#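 Steps: apoferritin (10 uM) was premixed with half-saturated 1-AMA in PBS, compounds were pin-transferred, plates stood 10 min at room temperature, fluorescence was read at 380/535 nm, and curves were fitted with a Hill equation.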
# GRP78 ERSR act: inducers of ER stress response in human glioma cells | U87-MG GRP78 promoter luciferase reporter, 16 h | Potency, µM, for the others: top-dose activation, actives largely listed as activators | 420,000 tested, 0.02% active; further: potency means the concentration at half of the fitted maximal effect; series mostly up to about 76 µM; % of control where 0% means no effect; nearly all actives have a fitted effect of over 35% in size
#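 Stably transfected U87-MG glioma cells carrying a GRP78-based luciferase sensor; 16 h compound incubation. Luminescence end-point read 10 min after Bright-Glo addition at room temperature.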
# * marks the source's active call; other numbers are inactive results; ? = inconclusive; · = not tested or not shown; & = joins results of further samples; [ ] = dose if it differs, or a comment. Unless noted, the call rests on the fitted dose curve; in most records, active means well fitted curve in the direction sought with a large enough effect; inconclusive means small, poorly fitted or top-dose-only effect, or another doubt; inactive means no such curve, though single readings can be large; an effect the other way counts as inactive or inconclusive. The list is partial. The share of hits here may be higher or lower than overall.
structure	LDHA block	Pol eta inh	BLM inh	APE1 inh	Pol kappa inh	Pol beta inh	GRP78 ERSR act	POLI inh	Apoferritin bind
COc1cc(OC)cc(C(=O)Nc2nnc(SCC(=O)NCC3CCCO3)s2)c1 (stereo unspecified)	-4	-20%	2%	19%	-17%	0%	-3%	-2%	-11%
Cc1ccc(S(=O)(=O)N2CCCCC2)cc1NC(=O)COC(=O)c1ccc2c(c1)OCO2	-6	-9%	1%	1%	-17%	39%	-6%	5%	5%
CCOC(=O)c1ccccc1NC(=O)COC(=O)c1cc([N+](=O)[O-])ccc1N1CCOCC1	-3	-11%	·	4%	-4%	·	-1%	32%[activator]	·
CCn1c(/C=C/Nc2ccccc2)[n+](CC)c2cc(Cl)c(Cl)cc21	-8	?	26%	-8%	-5%	-11%	-4%	22%	2%
CN1CCN(C(=O)C2=C[C@@H](c3coc4ccccc4c3=O)C[C@@H](OCc3ccc(CO)cc3)O2)CC1	-7	-15%	-2%	0%	-12%	-18%	3%	26%	-8%
CCOCCn1ccc2c(OCC(=O)NCc3ccc(C)cc3)cccc2c1=O	-13	-7%	0%	·	-6%[60.1 µM]	-1%	-2%	5%	-5%
CCN1CCN(c2ncnc3c2cnn3-c2ccc(C)cc2)CC1	-6	-7%	-6%	·	-11%[60.1 µM]	4%	-1%	29%	-9%
C/C=C/c1ccc(OCCCCOc2ccccc2C(C)=O)c(OC)c1	-8	-17%	-8%	-4%	-8%	?	-2%	-3%	-1%
COc1ccc(/C=C(\NC(=O)c2ccc(OC)cc2)C(=O)Nc2ccc(C(=O)O)cc2)cc1	-7	-20%	-2%	-6%	7%	21%	-4%	14%	34%[activator]
CN(NC1CC(=O)N(c2ccccc2)C1=O)c1ccccc1 (stereo unspecified)	8	-14%	2%	6%	1%	44%	1%	8%	2%
Cc1noc(C)c1COC(=O)c1cc(C)n(-c2ccccc2)c1C	-6	0%	-10%	7%	-19%	-17%	?	3%	-2%
COc1cccc(Nc2nc3cc(C)ccc3nc2NS(=O)(=O)c2ccc(Cl)cc2)c1	-4	-16%	-1%	·	-14%[60.1 µM]	5%	-4%	-18%	38%[activator]
COC(=O)c1ccc(-c2noc(CN(Cc3ccccn3)CC3CCCO3)n2)cc1 (stereo unspecified)	-1	-6%	-12%	17%	-2%[60.1 µM]	14%	-1%	12%	-13%
O=S(=O)(NCc1csc(-c2ccccc2)n1)c1cccc(F)c1	-7	·	-4%	·	1%	-8%	·	11%	4%
CN(C(=O)c1cccc(NC(=O)Cc2ccc(NC(=O)C3CCCN(C(=O)C4CC4)C3)cc2)c1)C1CC1 (stereo unspecified)	-3	-9%	·	·	-16%	·	0%	-24%	·
O=C1c2ccccc2C(=O)N1CN(C(=O)COc1ccccc1)c1ccc(F)cc1	-9	-18%	1%	14%	-3%	28%	-2%	12%	-9%
COc1cc2ccccc2cc1C(=O)Nc1ccc(N2CCOCC2)cc1	1	-9%	-9%	54%[activator]	-1%	3%	-1%	114%[activator]	-4%
CC(C)CCSc1ncnc2c1oc1nc3c(cc12)COC(C)(C)C3	-2	-3%	1%	0%	-19%	2%	-5%	10%	-6%
CCCCOC1CC(c2ccc(OCc3ccc(OC)cc3)c(OC)c2)N(C)O1 (stereo unspecified)	4	-16%	-10%	19%	-6%	17%	1%	11%	-5%
CCCCc1ccc(NC(=O)Cn2c(=O)c(N3CCCCC3)c(N)n(C)c2=O)cc1	-1	-7%	·	-4%	-4%	·	-4%	0%	·
COc1ccc(/C=N/NC(=O)CC(=O)NCc2cccnc2)cc1	-1	-7%	0%	-6%	0%	2%	-2%	-6%	?
O=C(C1CCCN(Cc2ccccc2)C1)N1CCc2ccccc2C1 (stereo unspecified)	-19	-13%	-3%	2%	-4%	25%	-3%	17%	-24%
Cc1cccc(NS(=O)(=O)c2ccc(NS(=O)(=O)c3cccs3)cc2)c1	-6	-4%	1%	-5%	-2%	48%	-4%	-8%	2%
CC1CCN2c3cc(Cl)ccc3CC3(C(=O)OC(C)(C)OC3=O)C2C1 (stereo unspecified)	-3	·	·	·	-12%	·	-2%	?	·
Cc1ccc(OC(C)C)c(CN(CCO)CCO)c1	0	3%	-3%	-2%	0%	11%	-5%	16%	1%
O=C(CCc1ccccc1)NNC(=O)c1ccccc1Cl	-2	-7%	5%	-2%	-24%	1%	2%	21%	-3%
CCc1ccc(OCC(=O)NC(NC(=S)Nc2ccccc2)C(Cl)(Cl)Cl)cc1 (stereo unspecified)	-9	-11%	0%	-6%	2%	-14%	2%	130%[activator]	3%
CCCCC(CCc1ccccn1)C(=O)c1ccccc1 (stereo unspecified)	-2	-16%	·	·	-10%	·	4%	-6%	·
Cc1ccc(-n2ncc3c(NCC(C)C)ncnc32)c(C)c1	1	-8%	-6%	·	-4%[60.1 µM]	-17%	-1%	-11%	0%
CC(=O)O[C@]1(C(C)=O)CC[C@H]2[C@@H]3C=CC4=CC(=O)C=C[C@]4(C)[C@H]3CC[C@@]21C	0	4%	0%	0%	-9%	43%	-4%	108%[activator]	-4%
COc1cc(Cl)c(C)cc1Nc1nc2ccccc2n2cnnc12	-5	-5%	-10%	·	-16%	4%	-1%	24%	-4%
CCOC(=O)N1CCN(C(=S)Nc2cccc(C)c2)CC1	-3	-14%	-4%	3%	2%	15%	-2%	-2%	-6%
Cc1cccc(C(=O)OCC(=O)c2csc(N3CCCCC3)n2)c1[N+](=O)[O-]	-3	?	·	-15%	?	·	8%	-48%	·
O=C(NCc1ccc(Cl)cc1Cl)c1ccccn1	-2	-15%	0%	-1%	0%	1%	7%	-13%	-8%
CC(=O)Nc1csc2ccccc12	1	-8%	2%	1%	4%	18%	-1%	?	-1%
COc1ccc(-c2c(C)n([O-])c(C)c(-c3ccccc3)[n+]2=O)cc1OC	-10	-4%	1%	0%	-11%	16%	-5%	12%	-10%
CCOC(=O)c1ccc(NC(=O)Cn2nc(C)c3ccccc3c2=O)cc1	-3	-25%	4%	-8%	-10%	55%	-1%	26%	-21%
CCOC(=O)c1c(NC(=O)C2CCCN2S(=O)(=O)c2cccc3nsnc23)sc(C)c1C (stereo unspecified)	-6	28%	·	·	-11%	·	6%	-11%	·
O=C(NCC1CCN(S(=O)(=O)c2ccccc2)CC1)Nc1ccc(F)cc1F	-4	-9%	-6%	-10%	-27%	12%	-5%	31%[activator]	2%
CC1(C)CC(=O)CC(C2(O)C(=O)N(Cc3ccccc3)c3ccccc32)O1 (stereo unspecified)	1	-6%	-5%	2%	-5%	-2%	-2%	11%	2%
CCCCOc1ccc(C(=O)NCC(=O)N(C)CC(=O)Nc2ccc(N3CCOCC3)cc2)cc1	-5	2%	·	15%	-11%	·	4%	9%	·
CCOc1ccc(C2CC(=O)c3c([nH]c(C(=O)OC4CCCCCC4)c3C)C2)cc1 (stereo unspecified)	-12	-4%	1%	·	-6%	11%	-3%	17%	0%
Nc1c(C(=O)Nc2ccccc2Cl)c2ccccn2c1C(=O)c1ccccc1	-4	·	-1%	·	5%	29%	·	-13%	-7%
O=C(CN1CCN(Cc2ccc(Cl)cc2)C1=O)NCc1cccs1	-16	-17%	3%	-4%	-4%	31%	-2%	20%	-5%
COc1ccccc1NS(=O)(=O)CC12CCC(CC1=O)C2(C)C (stereo unspecified)	-4	-13%	-1%	-2%	-3%	2%	-3%	22%	?
COc1cc2cc(C(c3nnnn3C3CCCCC3)N(C)C3CCCCC3)c(=O)[nH]c2cc1OC (stereo unspecified)	3	-17%	-14%	9%	-12%	8%	-4%	-6%	-13%
N=C1/C(=C\c2ccc(Br)o2)C(=O)N=C2SC(CC(=O)N3CCOCC3)=NN12	-1	18µM*	-8%	-17%	?	28µM*	2%	16µM*	-15%
C=C(C1=CCN(S(=O)(=O)C(C)(C)C)[C@H]1CCO)c1ccccc1	-10	-12%	·	·	-17%	·	-2%	13%	·
CSc1nnc2n(C)c3c(c(=O)n12)C1(CCCC1)Cc1ccccc1-3	-7	-4%	-20%	?	-24%	12%	0%	-9%	4%
CCOC(=O)c1ccc(NC(=S)N2CCN(c3ccccn3)CC2)cc1	-2	-16%	-6%	14%	-19%	3%	-1%	123%[activator]	-4%

# (list continues)
structure	LDHA block	Pol eta inh	BLM inh	APE1 inh	Pol kappa inh	Pol beta inh	GRP78 ERSR act	POLI inh	Apoferritin bind
Cc1cc(C)n(-c2ccc(Cl)c(C(=O)OCC(N)=O)n2)n1	-3	-14%	1%	19%	2%	25%	-2%	-8%	-7%
NCCCNC(=O)c1ccc(/C=N/O)nc1	-2	-12%	1%	1%	0%	2%	-3%	91%[activator]	-7%
Cc1nc2ccccc2c2c1C(=O)NC2=O	·	·	1%	-5%	·	-12%	·	·	-5%
CCOc1ccc(Cc2c(Cl)nc(SC)nc2OC)cc1	-3	-15%	-6%	7%	-3%	30%	1%	22%	-9%
CN(C(=O)C1CCOC1)c1nnc(-c2cnccn2)s1 (stereo unspecified)	0	-10%	1%	2%	-5%	21%	1%	-11%	-14%
Cn1c(SCC(=O)c2ccc3c(c2)Cc2ccccc2-3)nnc1-c1cccc(N)c1	-8	?	2%	0%	-4%	0.16µM*	-2%	17%	-15%
Cc1ccc(NC(=O)CCc2c(C)nn(-c3ccc(N4CCOCC4)nn3)c2C)c(C)c1	-1&5	-12%&-14%	0%&2%	17%	-30%&0%	6%&0%	-4%&-2%	-16%&14%	?
Cc1ccc(S(=O)(=O)N(CC(O)CN(C)C)c2ccccc2)cc1 (stereo unspecified)	0	-4%	0%	17%	-2%	47%	-4%	-2%	-1%

# Compound activity: PubChem BioAssay, National Center for Advancing Translational Sciences (NCATS)
